D2 agonist – agonists of human D2 dopamine receptor; AID 485358; HEK293 T-REx D2 cells, calcium flux agonist mode; actives 0.53% (n = 340,000); P14416; activation, % at 2 µM;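 active = activation over 3 SD above normal in the single-dose calcium agonist read, cut at about 30% in these data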; note: 0% is about no effect
Target sequence (P14416 whole entry, looked up): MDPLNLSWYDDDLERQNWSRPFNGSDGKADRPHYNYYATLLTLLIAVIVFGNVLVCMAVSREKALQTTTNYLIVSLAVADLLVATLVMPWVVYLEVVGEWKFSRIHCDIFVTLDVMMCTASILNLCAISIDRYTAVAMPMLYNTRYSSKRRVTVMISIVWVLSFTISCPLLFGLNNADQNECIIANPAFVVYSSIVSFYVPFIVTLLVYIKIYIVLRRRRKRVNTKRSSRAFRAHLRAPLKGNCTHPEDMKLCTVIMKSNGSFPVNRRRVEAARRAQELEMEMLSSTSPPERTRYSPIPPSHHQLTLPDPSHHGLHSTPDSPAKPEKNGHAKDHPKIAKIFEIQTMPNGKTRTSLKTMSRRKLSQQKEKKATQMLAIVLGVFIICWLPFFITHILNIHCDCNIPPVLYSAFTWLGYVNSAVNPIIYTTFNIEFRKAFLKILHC
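In this primary screen, compounds producing a positive calcium signal within 180 s of addition to tetracycline-induced, force-coupled HEK293 Trex D2 cells are flagged; cells are dye-loaded with a no-wash calcium kit beforehand.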
D2 PAM – positively modulates the human D2 dopamine receptor allosterically. actives 0.34% (n = 340,000). HEK293 T-REx D2, calcium flux, EC20 dopamine potentiation. P14416. potentiation, % at 10 µM;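 active = potentiation over 3 SD above the plate norm, cut at about 30% in these data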; note: 0% is about no effect
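Potentiation of an EC20 dopamine calcium response is measured in a force-coupled, tetracycline-inducible Hek293 Trex D2 line. Compound-only kinetic reads over 180 s flag agonists before dopamine addition.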
RXFP1 antag – antagonists of human relaxin receptor RXFP1; HEK293-RXFP1, relaxin-stimulated cAMP HTRF, 30 min; stronger effect = lower value; activity change, negative = inhibition, % at 57.5 µM; actives 0.59% (n = 350,000); AID 1259400;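 active = activity change of -60% or lower, but not beyond a set lower limit; inconclusive = change between -60% and -40%, or beyond the set limit; inactive = change above -40%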; note: % is set by controls: 0 for no effect and ±100 for the full control effect
TRHR enhancer – TRH receptor (human) allosteric enhancement; P34981; TRHR cells, fluo-8 calcium fluorescence, EC20 TRH enhancement; enhancement, % at 2 µM; actives 0.66% (n = 360,000); AID 493056; in the data active = enhancement above about 30%; note: 0% is about no effect
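Enhancer read-out: after compound pinning and an initial kinetic agonist-mode read, an EC20 of TRH (10 nM final) was injected and fluo-8 calcium signal (Ex 480/Em 530) followed at 1 s/cycle for 100 cycles in TRHR-expressing cells.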
RXFP1 agonist – RXFP1 (human) receptor agonism; Q9HBX9; HEK293T-RXFP1 cAMP TR-FRET, 30 min; response scale: percent of porcine relaxin response, buffer zero; Potency, µM (top dose mostly 57.5 µM), inactives show at the highest dose activation, most hits filed as activators; actives 0.3% (n = 370,000); AID 2676; active = well fitted activation curve with a large enough effect; inconclusive = small, poorly fitted or top-dose-only effect; note: potency is the fitted concentration of half-maximal effect; % is set by controls: 0 for no effect and ±100 for the full control effect; nearly all actives have a fitted effect of over 60% in size; many of its hits are not listed in these tables
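HEK293T cells stably expressing RXFP1 were pretreated with the PDE4 inhibitor Ro 20174, exposed to compounds for 30 min at 37C, lysed, and cAMP was read by TR-FRET. Data normalized to buffer (basal) and 29 nM porcine relaxin (100%).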
D2 antag – antagonizes the human D2 dopamine receptor | actives 2% (n = 340,000) | HEK293 TREx D2 cells, calcium flux, dopamine EC80 | inhibition, % at 10 µM | P14416; in the data active = inhibition above about 30%; note: 0% is about no effect
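Tetracycline-induced HEK293 TREx cells expressing D2 receptor forced-coupled to calcium signalling, loaded with no-wash calcium dye. Compounds added and calcium flux read 180 s, then dopamine added at EC80 and read a further 180 s.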
D1 PAM – potentiators of human D1 dopamine receptor. actives 0.036% (n = 360,000). AID 504651. P21728. HEK293 TREx D1 cells, calcium flux, dopamine EC20 potentiation. potentiation, % at 10 µM; in the data active = potentiation above about 30%; note: 0% is about no effect
Target sequence (P21728 whole entry, looked up): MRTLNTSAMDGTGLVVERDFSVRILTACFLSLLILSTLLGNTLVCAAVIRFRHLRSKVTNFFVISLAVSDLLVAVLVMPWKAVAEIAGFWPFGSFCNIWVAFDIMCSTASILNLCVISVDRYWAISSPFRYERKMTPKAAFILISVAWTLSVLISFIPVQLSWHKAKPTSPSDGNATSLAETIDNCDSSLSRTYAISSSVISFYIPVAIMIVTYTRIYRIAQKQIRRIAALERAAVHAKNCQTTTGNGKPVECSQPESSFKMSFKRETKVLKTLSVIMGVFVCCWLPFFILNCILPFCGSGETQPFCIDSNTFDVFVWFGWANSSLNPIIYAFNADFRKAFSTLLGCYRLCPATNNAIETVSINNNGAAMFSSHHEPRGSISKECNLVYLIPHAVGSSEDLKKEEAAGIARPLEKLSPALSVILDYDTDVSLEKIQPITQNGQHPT
D1 ag – agonists of human D1 dopamine receptor. AID 504660. activation, % at 2 µM. HEK293 T-REx D1 cells, calcium flux, agonist mode. P21728. actives 1% (n = 360,000); in the data active = activation above about 30%; note: 0% is about no effect
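Agonism was scored from calcium flux recorded over 180 s (1 read/s) after pintool compound addition, following a 10-cycle baseline. Cells were inducible force-coupled HEK293 TREx D1, plated overnight at 30 C and loaded with no-wash calcium dye.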
D1 antag – blocks dopamine activation of the human D1 receptor; P21728; HEK293 TREx D1 cells, calcium flux, dopamine EC80; stronger effect = lower value; actives 3.2% (n = 360,000); activity change, negative = inhibition, % at 10 µM; in the data active = activity change below about -30%; note: % is set by controls: 0 for no effect and ±100 for the full control effect
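Kinetic fluorescence of a calcium dye serves as the read-out. D1-expressing Hek293 Trex cells, induced overnight at 30 C, are exposed to compound for 180 s before an EC80 dopamine addition, then read 180 s further.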
* hit, by the source's call; ? = inconclusive; · = not tested or not shown. Some of the compounds tested; rates above refer to the full screens.

Below each compound: D2 agonist, D2 PAM, RXFP1 antag, TRHR enhancer, RXFP1 agonist, D2 antag, D1 PAM, D1 ag, D1 antag
> Cc1ccc(-n2nnc3c(sc4nc(C)c(C)cc43)c2=O)cc1Cl
  ·, 1.4, 1.0, 0.6, -0.5%, ·, 0.1, 0.2, 2.4
> Cc1cc2nc(N3C(=O)CNC3=S)sc2cc1C
  -0.2, -7.0, -20.3, -2.5, 7.1%, 26.8, -0.6, 1.4, -10.7
> CCCS(=O)(=O)NCCc1csc(-c2ccc(OC)c(OC)c2)n1
  0.1, 8.3, 12.6, 7.0, 3.0%, -0.6, 2.0, 0.7, -0.3
> Cc1ccc(C(OCC(O)CN2CCCCC2)c2ccccc2)cc1 (configuration not stated)
  1.5, -18.5, 5.9, 1.0, -0.6%, -7.7, -12.2, 3.0, 4.0
> CC(=O)N1c2ccccc2C(C)(c2ccc(C)cc2)CC1(C)C (configuration not stated)
  ·, ·, ·, -10.1, 1.4%, ·, -1.1, 55.5*, -3.8
> Cc1ccccc1CN(C)CC(=O)Nc1cccc(S(=O)(=O)N(C)c2ccccc2)c1
  4.5, -2.0, -4.2, -3.7, -1.4%, -12.3, -12.2, 13.9, -41.3*
> CC1CCCN(C(=O)CSc2nnc(-c3cccs3)o2)C1 (configuration not stated)
  ·, ·, 7.1, 1.1, -1.7%, ·, 4.3, 2.0, 15.6
> Cc1ccc(S(=O)(=O)N(C)CC(=O)Nc2nnc(CC(C)C)s2)cc1
  -1.1, -0.5, -6.8, -0.2, 0.1%, -4.7, -4.5, 1.0, -10.6
> COc1ccc(NC(=O)C2=C(C)Nc3nc(SCc4ccccc4C)nn3C2c2cc(OC)c(O)c(OC)c2)cc1 (configuration not stated)
  -0.7, 11.5, -14.7, -3.3, 3.4%, ·, -1.4, 4.6, -15.6
> CCn1c(Cc2ccccc2)nnc1SCC(=O)OC(C)C
  -1.5, 4.5, -22.0, 4.7, 0.0%, -10.1, -6.0, 1.5, -13.8
> Cc1cccc(NC(=O)Cn2cc(C(=O)C3CC3)c3ccccc32)c1C
  -4.4, -3.6, -9.1, -3.1, 4.2%, -10.6, ·, 7.1, -2.4
> Cc1nc(-c2ccccc2)nc2sc(C(=O)c3ccc(F)cc3)c(N)c12
  6.5, -1.3, 0.2, -8.3, 3.8%, 14.8, -1.9, 34.1*, 10.3
> COc1cc(-c2noc(-c3ccc(NCCc4ccccc4)c([N+](=O)[O-])c3)n2)cc(OC)c1OC
  -0.3, -6.7, ·, -2.7, 1.1%, ·, -4.0, 17.2, -21.4
> COc1cccc(CC(NC(C)=O)C(=O)NC2CCN(S(=O)(=O)c3ccc(NC(C)=O)cc3)CC2)c1OC (configuration not stated)
  0.3, -5.4, -4.6, 2.4, 4.7%, 9.6, -1.2, 2.6, -22.2
> Cc1ccc(CCNC(=O)Cn2ncc3c(=O)oc4ccccc4c32)cc1
  -1.0, ·, ·, -5.9, -2.9%, ·, -2.4, -2.0, 10.2
> CC1(C)CC(=O)c2cc(OCC(=O)NCCCN3CCN(c4ccccc4F)CC3)ccc2O1
  77.8*, -25.3, 8.5, 4.1, 1.4%, 81.8*, -12.7, -1.6, -81.1*
> Brc1ccc(-c2cnco2)cc1
  -1.6, -6.3, -2.1, -5.5, 13.3%, -3.6, 4.3, 0.0, -9.4
> CC(=O)Nc1ccc(OCC(O)Cn2cnc3ccccc32)cc1 (configuration not stated)
  -0.5, 5.5, -2.4, 2.1, 1.4%, 2.6, -3.6, 2.2, -11.5
> COc1cccc(CC2(CO)CCCN(CC3=Cc4cc(Cl)ccc4OC3)C2)c1 (configuration not stated)
  0.6, -7.4, ?, 4.8, -0.2%, 14.0, 0.3, 5.8, -8.5
> CC(=O)Nc1ccc(S(=O)(=O)N(Cc2ccccc2)c2ccccc2)cc1
  ·, 0.1, -9.3, -2.5, -0.3%, ·, -9.3, 3.9, -18.7
> C=CCn1c(-c2csc(-c3ccc(Cl)cc3)n2)n[nH]c1=S
  ·, ·, -13.7, -5.9, 4.0%, ·, -13.5, 3.0, 4.6
> O=C(CN(C(=O)c1csnn1)c1ccc(F)cc1)NCCc1ccccc1
  -0.3, 4.8, -2.2, 14.2, 0.8%, -7.3, -7.0, 0.1, -2.5
> CCOC(=O)C1CCN(c2nc(-c3ccccc3)nc3c2oc2ccccc23)CC1
  0.3, 15.9, -9.8, -12.5, -0.9%, 19.7, -2.8, 2.6, -14.5
> COC(=O)CSC1=C(C#N)C(c2ccc(Cl)cc2)C(C(=O)OC)C(=O)N1 (configuration not stated)
  1.3, -5.1, 2.3, -10.7, -1.4%, -13.7, 0.7, 0.1, 5.0
> CCOc1ccc(CNC(=O)C2CCN(Cc3cc4ccccc4n3Cc3ccccc3C)CC2)cc1
  0.4, 14.1, -2.0, 4.4, 2.4%, ·, -2.1, 4.9, 19.9
> CN(Cc1ccco1)c1ncnc2ccc(-c3ccc4c(c3)OCCO4)cc12
  ·, ·, ·, 0.3, 4.8%, ·, -1.6, 0.2, 4.0
> CC(OC(=O)c1ccccc1CCc1ccccc1)C(N)=O (configuration not stated)
  -0.6, -16.1, -13.2, -1.6, -2.0%, -11.7, -0.8, 5.4, -11.2
> CSc1cccc(NC(=O)Cn2ncn3c(cc4ccccc43)c2=O)c1
  0.1, -10.1, -6.6, -5.2, 1.6%, ·, -4.1, 2.5, 8.8
> O=C(Nc1cccc(-c2csc(Nc3ccccc3)n2)c1)c1ccccc1
  0.1, -15.5, ·, -17.0, -3.1%, 8.9, -3.4, -0.2, -6.7
> C=C(C)n1c(=O)n(Cc2ccccc2C)c2ccccc21
  0.7, -0.9, -21.9, 5.1, 2.6%, 3.4, 1.0, 93.1*, 9.9
> COc1cc(/C=N/Nc2nc3ccccc3[nH]2)cc(Br)c1OCC(=O)N(C)C
  2.7, -10.8, -6.5, 2.9, -2.5%, 5.2, -3.8, -0.7, -6.2
> Cc1ccnc(SC2CC(=O)N(c3ccc(F)cc3)C2=O)n1 (configuration not stated)
  0.2, 6.3, -2.1, 0.2, 8.7%, 27.2, 0.9, 0.6, 6.0
> COc1ccccc1NC(=S)N/N=C/c1cccc(C)c1
  -1.0, -8.2, 20.1, 3.0, 3.0%, 1.4, -2.3, 0.8, 10.8
> CCc1c(C)nc2c(-c3ccccc3)c(-c3ccccc3)[nH]n2c1=O
  0.0, -7.1, -2.6, 1.7, 0.1%, -19.2, -2.4, 1.2, -11.7
> CCOC(=O)c1c(C)nc2sc(C(N)=O)c(N)c2c1-c1ccc(OC)cc1
  0.1, -11.5, -1.3, -8.9, 0.3%, 10.1, -1.8, -0.2, ·
> O=C(CCCC(=O)N(CC(=O)NC1CCCC1)Cc1ccccc1)Nc1ccccn1
  ·, ·, -1.1, 11.0, -0.7%, ·, 3.9, 1.4, 4.2
> CCc1ccc2oc(C(=O)Nc3cccc(C(F)(F)F)c3)cc(=O)c2c1
  -0.4, -4.2, -6.1, 44.5*, 0.4%, ·, 1.2, 2.5, -16.1
> O=[N+]([O-])c1ccc2sc(SCc3nc4ccccn4c3Br)nc2c1
  0.0, -0.7, ·, 41.3*, 2.0%, -0.7, -7.6, 1.3, -18.1
> O=C(Nc1ccc2oc(=O)ccc2c1)c1ccc(-c2ccc(Cl)cc2)o1
  1.3, 0.7, 21.1, 10.0, 0.1%, -9.8, -0.7, 2.7, 4.9
> CC(=O)Nc1ccc(S(=O)(=O)N2CCC(N3CCN(Cc4ccc(C)cc4)C(=O)C3=O)CC2)cc1
  0.0, 1.9, -6.1, -2.7, 0.2%, ·, 3.1, 2.1, -16.5
> O=C1CN(C(=O)COC(=O)C2CCN(S(=O)(=O)c3ccccc3C(F)(F)F)CC2)c2ccccc2N1
  -1.1, 11.4, 13.0, 12.7, 1.9%, -12.4, -2.7, 5.2, ·
> CCOC(=O)C1CCN(C(=O)Nc2ccc3snnc3c2)CC1
  0.4, -9.2, -0.4, -0.5, -0.3%, 3.7, 0.4, 4.0, -3.9
> N#Cc1ccc(OCC(=O)NN2Cc3ccccc3C2=N)cc1
  -0.1, -28.4, -6.6, 2.9, 18.1%, 5.8, 3.3, 0.6, 4.2
> Cn1c(CC(=O)Nc2ccccc2)nnc1SCC(=O)NC1CCCC1
  0.1, 9.3, -3.6, 3.5, -0.2%, -0.8, -3.3, 1.8, -3.7
> CN(C)c1ccc(/C(=N\O)C(F)(F)F)cc1
  -0.8, 7.0, -13.7, 2.4, 0.3%, -4.7, -3.8, 10.4, 2.6
> COc1cccc(CNC(=O)c2cc(-c3ccc(Cl)cc3)n[nH]2)c1
  -0.6, 1.8, -16.1, 2.6, -0.7%, ·, -2.2, 5.5, -5.2
> O=C1NC(=O)N(Cc2ccccc2F)C1=O
  0.0, 3.8, -0.7, 7.0, 5.0%, -4.8, 3.5, 3.1, 10.0
> O=C(CN1CCN(C(=O)c2ccc(-c3nc4ccccc4s3)o2)CC1)Nc1ccc(F)cc1
  -0.7, -5.0, -16.7, 3.4, -0.1%, -14.3, ·, 7.8, -7.4
> CCOc1ccc(/C=C2/C(=O)N(c3ccc(OC)cc3)C(=S)N2CC(=O)OC)cc1OCC
  0.8, -2.1, -2.6, -6.1, 2.3%, 17.5, 2.8, 6.2, 8.8
> Cc1ccc(NC(=O)Cn2nc(-c3ccc(Cl)cc3)c3ccccc3c2=O)cc1
  2.6, 3.9, -3.6, -3.4, 0.4%, ·, -2.9, -1.6, 6.2

New compounds follow.
Below each compound: D2 agonist, D2 PAM, RXFP1 antag, TRHR enhancer, RXFP1 agonist, D2 antag, D1 PAM, D1 ag, D1 antag
> Cn1c(=O)c2c(nc(CN3CCN(C(c4ccccc4)c4ccccc4)CC3)n2CC(N)=O)n(C)c1=O
  1.0, 7.5, -26.0, -2.9, 0.4%, -2.1, -0.9, 0.4, 4.6
> Cc1ccc(-c2nc(-c3ccc(Cl)cc3)sc2CC(=O)O)c(C)c1
  -0.7, -2.2, -8.9, -1.5, 19.4%, 2.7, -8.6, 0.5, -13.8
> CCOc1ccc2nc(CN3CCN(Cc4ccsc4)C(CCO)C3)ccc2c1 (configuration not stated)
  1.0, -8.7, 2.0, 7.9, -0.1%, 0.2, -0.7, -0.7, 8.8
> Cc1c(C(=O)N2CCN(S(C)(=O)=O)CC2)oc2ccccc12
  -2.1, 14.7, -10.3, 12.3, -0.6%, 7.1, -5.8, 3.1, -2.0
> COC(=O)c1cc(NC(=O)c2cccc(C(F)(F)F)c2)c(=O)oc1C
  ·, ·, -7.9, -0.4, -1.8%, ·, -4.9, 0.6, -14.7
> CCN(CC)CCNS(=O)(=O)c1ccc(/C=C/C(=O)O)cc1
  -3.8, -0.6, -2.9, 2.2, -0.1%, -9.8, 3.5, 2.9, 17.2

D2 antag, entries above that show a hit
Structure	D2 PAM	RXFP1 antag	TRHR enhancer	D2 antag	D1 PAM	D1 ag	D1 antag
CC1(C)CC(=O)c2cc(OCC(=O)NCCCN3CCN(c4ccccc4F)CC3)ccc2O1	-25.3	8.5	4.1	81.8*	-12.7	-1.6	-81.1*

Source: PubChem (National Center for Advancing Translational Sciences (NCATS))
